# Screening results: PubChem BioAssay, several laboratories
# Thrombin inh = thrombin (human) inhibition. P00734. alpha-thrombin, Boc-VPR-AMC fluorogenic substrate cleavage. inhibition, % at 5 µM. 0.26% of 220,000 active;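 active = inhibition at or above 40%; inactive = inhibition below 40%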;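 note: 0% = enzyme with no compound and 100% = wells without enzyme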
#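 Material: human alpha-thrombin enzyme / Medium: pH 7.5 Tris (50 mM) with NaCl 150 mM, Tween 20 0.05% / Compound: single-point dosing at 5 µM, 0.2% DMSO / Incubation: enzyme reaction carried out at room temperature / Detection: AMC fluorescence, 355/460 nm / Read-out basis: percent inhibition scaled between no-compound controls and no-enzyme blanks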
# EBV gp42 block = EBV gp42 inhibition. inhibition, % (tested at 21.74 µM). Fluorescence polarization binding assay, mP read-out. 0.42% of 220,000 active. Q1HVG2; in the data active = inhibition above about 50%
# Target sequence (Q1HVG2 whole entry, looked up): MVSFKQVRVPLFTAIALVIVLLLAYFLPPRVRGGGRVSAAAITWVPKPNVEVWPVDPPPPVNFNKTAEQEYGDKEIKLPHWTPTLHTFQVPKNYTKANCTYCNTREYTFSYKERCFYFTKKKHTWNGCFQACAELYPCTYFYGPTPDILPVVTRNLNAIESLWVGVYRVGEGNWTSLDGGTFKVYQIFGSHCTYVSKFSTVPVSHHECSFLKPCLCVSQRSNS
# Cl transport mod = modulators of human KCC2 chloride dependent transport; Q9H2X9; KCC2 cells, thallium flux FluoZin-2 fluorescence; B-score of Tl+ flux slope (higher = more flux/activation; lower = inhibition) at 10 µM; 2.2% of 190,000 active; AID 1456;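 active = thallium flux slope and its plate-corrected score both differing from the plate sample mean at a set confidence after two filtering rounds, in either direction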;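 note: slope of fluorescence scaled to starting intensity during 10 to 20 s after thallium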
# Furin inhibitor = inhibitors of human furin | 0.061% of 220,000 active | P09958 | inhibition, % at 30 µM | purified furin, fluorogenic substrate cleavage | AID 463115; in the data active = inhibition above about 25%; note: inactives centre near -15
# Target sequence (P09958 108-714 limits assumed): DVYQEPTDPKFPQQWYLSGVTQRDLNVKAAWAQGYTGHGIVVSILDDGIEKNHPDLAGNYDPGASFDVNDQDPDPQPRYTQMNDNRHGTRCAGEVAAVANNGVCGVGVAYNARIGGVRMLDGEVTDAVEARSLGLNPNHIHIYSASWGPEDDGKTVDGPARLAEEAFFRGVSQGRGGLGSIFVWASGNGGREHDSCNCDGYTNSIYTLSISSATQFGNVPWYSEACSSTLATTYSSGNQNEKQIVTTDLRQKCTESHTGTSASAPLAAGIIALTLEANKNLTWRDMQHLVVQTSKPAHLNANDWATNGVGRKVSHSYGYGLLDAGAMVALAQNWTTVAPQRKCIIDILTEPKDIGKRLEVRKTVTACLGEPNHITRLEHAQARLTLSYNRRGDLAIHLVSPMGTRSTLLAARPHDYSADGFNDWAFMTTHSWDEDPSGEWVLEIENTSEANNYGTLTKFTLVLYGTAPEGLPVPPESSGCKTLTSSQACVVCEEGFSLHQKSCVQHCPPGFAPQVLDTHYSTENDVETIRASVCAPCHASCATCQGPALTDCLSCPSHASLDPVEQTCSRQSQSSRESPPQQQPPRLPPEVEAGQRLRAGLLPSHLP
# TRPML3 ag = agonists of human TRPML3 channel. activation, % at 3 µM. Q8TDD5. 0.29% of 220,000 active. HEK293 TRPML3-YFP, Fluo-8 calcium fluorescence; 100% = the carbachol control signal;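 active = activation above its plate's cutoff, the mean activation of the plate's test wells plus 3 SD, cut at about 12% in these data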;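 note: 0% = DMSO only wells and 100% = carbachol wells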
#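 Material: TRPML3-YFP stable HEK293 cells | Dosing: One concentration, 3 µM nominal, 0.3% DMSO | Timing: 125 s total fluorescence read per well | Technique: Fluo-8 calcium dye fluorescence, ex 470-495, em 515-575 nm | Measure: Percent activation from peak-to-basal fluorescence ratio, scaled between DMSO and carbachol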
# m-calpain inh = inhibitors of pig calpain II; 0.37% of 220,000 active; AID 1236; inhibition, % at 16 µM; purified calpain II, fluorogenic peptide substrate, 30 min;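 active = inhibition above about 50%, limit read from the data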
# zfTRPN1 agonist = activates the zebrafish TRPN1 channel; HEK293 zebrafish TRPN1-YFP, Fluo-8 calcium fluorescence; 100% = response to 87 µM carbachol; activation, % at 3 µM; 0.18% of 220,000 active; AID 1424;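 active = activation above its plate's cutoff, the mean activation of test wells on that plate plus 3 SD, cut at about 19% in these data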;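 note: 0% = DMSO alone and 100% = 87 µM carbachol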
#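 Material – zebrafish TRPN1-YFP in HEK293 cells · Doses – 3 µM single point · Schedule – dye 1 h 37 °C plus 30 min RT · Signal – Fluo-8 calcium fluorescence, excitation 470-495 nm, emission 515-575 nm · Read-out – % activation versus carbachol response · Control set – carbachol high, DMSO low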
# PPC-1+TRAIL kill = kills PPC-1 cancer cells in the presence of TRAIL. PPC-1 cells + TRAIL, ATPLite viability luminescence. cell killing (% activity), % at 4 µM. 0.41% of 220,000 active. AID 1443;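 active = cell killing above 50% in the first pass at 4 µM, then a duplicate retest at 5 µM averaging 50% or more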;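 note: plate controls were cells with TRAIL plus DMSO for no effect and medium-only wells lacking cells for full effect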
# Tb hexokinase = T. brucei hexokinase 1 inhibition | recombinant TbHK1, G6PDH-coupled NADH A340 | inhibition, % at 10 µM | 0.11% of 220,000 active | AID 1430;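 active = inhibition of 50% or more in the single-dose primary screen; inactive = inhibition below 50%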
# * hit, by the source's call; . = no result given; [ ] = remark or other dose. Hits appear at their usual frequency; 3.6% or so of the library scored in one or more.
SMILES,Thrombin inh,EBV gp42 block,Cl transport mod,Furin inhibitor,TRPML3 ag,m-calpain inh,zfTRPN1 agonist,PPC-1+TRAIL kill,Tb hexokinase
COC(=O)c1ccc(S(=O)(=O)NC(C)(C)C)n1C,2,-5,-0.99,-27,0.5,6,0.8,-9,44
O=c1oc2ccc(Cl)cc2nc1/C=C(\O)c1cccs1,-5,-107,1.2,-17,0.6,8,2.9,16,-29
NNc1ccc(S(=O)(=O)N2CCCCC2)cn1,-2,-15,-0.44,-21,0.6,-13,4.2,-7,-10
CCN=C1SC(CC(=O)Nc2ccccc2)C(=O)N1CC (stereo not drawn),7,-6,0.69,-16[20 µM],-0.4,0,0.6,-7,3
CCO[C@H]1OC(C(=O)NCc2ccccc2)=C[C@@H](C2CCCCC2)[C@@H]1CCCO,-1,-15,-0.19,-29,0.3,3,0.8,-7,-9
N/C(=N\OC(=O)c1ccccc1[N+](=O)[O-])c1ccccn1,1,-7,-1.8,-24,0.7,-3,-1.3,.,2
COc1ccc(-c2cc3nc(C)c(CCC(=O)NCc4ccco4)c(C)n3n2)c(OC)c1,5,-9,-0.16,-8[20 µM],-0.8,-67,-3.1,14,-11
COC(=O)c1ccc2c(=O)n(CCCN3CCOCC3)c(=S)[nH]c2c1,-2,-22,0.69,-5[20 µM],0.5,-4,-0.4,11,-5
Cc1ccc(C(=O)N2CCN(c3ccc(C(F)(F)F)cn3)CC2)cc1,2,0,0.87,-24[20 µM],1.2,-30,2.4,16,1
Cc1nc2c3c4c(sc3n3c(SCC(=O)NCc5ccco5)nnc3n2n1)COC(C)(C)C4,4,-25,-1,-17,0.6,-7,1.9,10,-4
CCCOc1ccc(N2CC(C(=O)Nc3ccccc3F)CC2=O)cc1 (stereo not drawn),-8,-15,.,-14,0.0,28,0.1,6,-1
Clc1ccc(-c2csc(N3CCc4ccccc4C3)n2)cc1,-9,8,.,-9,-0.2,6,-0.2,-2,4
Cc1ccc(C(=O)Nc2ccccc2C(=O)N2CCCC2)cc1[N+](=O)[O-],-8,8,0.43,-3,0.1,11,-0.8,13,29
Cc1nsc(Nc2ccc([N+](=O)[O-])cc2)c1C#N,1,-8,-1.8,-19,1.4,-6,6.4,14,-5
CCN(C(=O)COC(=O)c1cc(-c2cccc3ccccc23)nc2ccccc12)C1CCS(=O)(=O)C1 (stereo not drawn),-6,-7,-0.72,-16,0.1,-42,1.8,-2,-18
O=C(CCl)NNC(=O)c1c(O)c2ccccc2[nH]c1=O,16,-4,.,-2,-0.5,7,1.0,8,-9
Cc1ccc(N2C(=O)c3n[nH]c(C)c3C2c2cccnc2)cc1 (stereo not drawn),-3,-24,.,-12,-0.7,2,0.4,17,0
O=C(C1=C(Nc2ccccc2)c2ccccc2S(=O)(=O)N1)c1ccccc1,2,-21,0.57,-14,1.0,-7,-0.9,17,-1
CCOC(=O)c1c(/N=C/N(C)C)sc(C(=O)OC)c1C,-7,-12,.,-15,-0.4,-31,0.8,11,-37
Cc1cccc(NC(=O)CSc2nc3ccc(N4C(=O)c5ccccc5C4=O)cc3s2)c1C,-5,-1,.,-4[20 µM],-0.3,-21,-0.8,17,16
Cc1c(C(=O)N/N=C/c2ccncc2)no[n+]1[O-],2,-32,0.95,-22,0.9,3,1.8,-10,-15
CSC1=NC(=O)/C(=C/c2ccc(SC)cc2)S1,-8,-45,0.016,-12,0.7,-12,-0.2,10,-3
C=CCn1c(SCC(=O)NC2CCCC2)nc2scc(-c3ccco3)c2c1=O,0,-28,-0.32,-8,-0.8,29,0.1,4,36
Cc1ccc(OCC(=O)Nc2ccc(CN3CCCCC3)cc2)c(C)c1,1,4,-0.039,-4,3.1,24,2.5,5,5
Cc1cc(C)nc(NC(=O)CSc2nccc(C)n2)n1,-1,-10,0.37,-27,1.2,-24,2.0,-3,0

# The results go on:
SMILES,Thrombin inh,EBV gp42 block,Cl transport mod,Furin inhibitor,TRPML3 ag,m-calpain inh,zfTRPN1 agonist,PPC-1+TRAIL kill,Tb hexokinase
Cc1ccc(NC(=S)N(CCN2CCOCC2)Cc2cc3cc4c(cc3[nH]c2=O)OCCO4)cc1,-8,-11,0.27,-5,0.2,-45,-1.5,2,-27
Cn1c(=O)c2c([nH]c(OCc3ccc(Cl)cc3Cl)[n+]2Cc2ccc(F)cc2)n(C)c1=O,-8,-4,1.5,-26,0.4,-17,0.4,19,-4
CCCOc1ccc(N2CC(C(=O)NCCc3ccc(OC)c(OC)c3)CC2=O)cc1 (stereo not drawn),0,-3,-1.2,-33,0.6,-24,-0.3,7,-1
O=c1c2cccnc2n(-c2ccccc2)n1Cc1ccc(Cl)cc1,-2,1,-0.34,-32,1.3,-40,1.3,-9,3
Cc1ccc(C(=O)Cn2c(N3CCOCC3)nc3c2c(=O)n(C)c(=O)n3C)cc1,5,-11,.,-21,0.5,-3,-0.4,8,-5
CCOC(=O)c1cc(-c2cc(OC)c(OC)c(OC)c2)nc2c1c(=O)[nH]c(=O)n2Cc1ccccc1,-4,6,-1,-18,0.9,-314,1.4,13,-6
Cc1nc(C(=O)NNC(=O)c2ccc(C(F)(F)F)cc2)cs1,-3,-8,5.1*,-24,2.8,-27,1.8,2,-15
CCNC(=S)N/N=C/c1ccc(C#N)cc1,9,-4,-0.15,-18,0.1,7,-0.4,2,-36
O=C(Nn1cnnc1)c1ccc([N+](=O)[O-])cc1,-7,-8,.,-17,1.0,7,1.4,-16,-5
O=C(Cc1cccs1)Nc1nc2c(ccc3ccccc32)s1,3,-19,0.024,-14[20 µM],0.4,2,-1.1,26,-8
O=C(N/N=C/c1cccs1)C(=O)N1CCCC1,-9,-5,0.052,-6,-0.1,4,0.5,-11,-18
Cc1nc2c([nH]c3ccccc32)c(=O)n1N,-4,-15,0.84,-30,-0.1,-25,-0.4,6,-7
O=C(Nc1cnn(Cc2ccc(Cl)cc2Cl)c1)c1cc(-c2cccs2)on1,0,-12,.,-8,0.0,16,0.5,7,8
O=C(c1ccc2c(=O)n(Cc3ccco3)c(=S)[nH]c2c1)N1CCN(c2ccccc2)CC1,-4,-9,-0.024,-14,0.6,13,0.6,2,-3
O=C1NCCCC1C(=O)Nc1ccccn1 (stereo not drawn),3,-6,0.13,-12,-0.4,-18,0.4,12,6
CSc1ccccc1NC(=O)c1ccoc1C,-12,-12,-0.65,-14[20 µM],0.0,-8,0.5,17,5
O=C(CCSc1ccccc1)Nc1nnc(-c2cccs2)o1,-1,-6,2.6,-33,-0.1,9,-0.1,3,-8
COC(=O)c1sc2nc[nH]c(=O)c2c1C,4,-21,0.58,-2[20 µM],0.1,-3,0.0,-16,-7
Cc1cccc2cc(CN(Cc3cccnc3)C(=O)c3ccncc3)c(=O)[nH]c12,3,-16,0.05,-8,1.1,-63,-1.1,-14,-12
N#Cc1ccccc1S(=O)c1ccccc1C(=O)Nc1ccccc1 (stereo not drawn),2,-5,-0.16,-18,0.6,-11,0.0,7,-1
COC(=O)C1=CN(Cc2cccs2)C=C(C(=O)OC)C1c1cccc(OC)c1OC,-12,-10,.,-21,-0.1,-174,0.8,8,-1
Cc1scc(C(=O)N2CCN(S(C)(=O)=O)CC2)c1-c1ccccc1,-1,-1,2.8,-14[20 µM],-1.1,3,-0.7,-14,1
Cc1cccc(C(=O)NCCN2CCCC2)c1,3,-6,-0.0056,-10[20 µM],1.1,-5,0.2,9,-4
CN(CP(=O)(O)CCc1ccccc1)S(C)(=O)=O,4,-4,1,-11,0.3,-17,0.8,5,-3
CCOC(=O)c1c(NC(=O)c2cccc(N3C(=O)CCC3=O)c2)sc(C)c1C,-7,6,0.037,-18,0.0,-73,0.0,-5,-4

# Part of the list above with just Furin inhibitor and m-calpain inh:
canonical_smiles	Furin inhibitor	m-calpain inh
O=c1oc2ccc(Cl)cc2nc1/C=C(\O)c1cccs1	-17	8
NNc1ccc(S(=O)(=O)N2CCCCC2)cn1	-21	-13
CCN=C1SC(CC(=O)Nc2ccccc2)C(=O)N1CC (stereo not drawn)	-16[20 µM]	0
CCO[C@H]1OC(C(=O)NCc2ccccc2)=C[C@@H](C2CCCCC2)[C@@H]1CCCO	-29	3
N/C(=N\OC(=O)c1ccccc1[N+](=O)[O-])c1ccccn1	-24	-3

# The list continues.
SMILES,Thrombin inh,EBV gp42 block,Cl transport mod,Furin inhibitor,TRPML3 ag,m-calpain inh,zfTRPN1 agonist,PPC-1+TRAIL kill,Tb hexokinase
O=C(O)c1ccc2c(c1)N(Cc1ccccc1F)C(=O)c1ccccc1S2=O (stereo not drawn),-4,-1,-0.017,-12,-0.1,-16,1.3,-8,0
Cc1ccc(CNC(=O)c2ccccc2N)cc1,-2,-2,0.4,-18[20 µM],-0.1,-164,-0.6,13,-4
O=S(=O)(c1ccc(-c2ccccc2)cc1)N1CCCC1,-4,1,-0.91,-20,0.5,15,0.3,-4,-6
CC1CCN(CC(=O)Nc2cccc(Cl)c2)CC1,-1,-3,0,-29,0.1,7,-1.0,13,0
COc1cc([N+](=O)[O-])ccc1NC(=O)Nc1ccc2c(c1)OCCO2,4,-4,0.13,-15,0.8,-8,0.5,15,1
C/C(=N\N(Cc1ccccc1)c1ccccc1)c1cccnc1,-9,-8,-1,-17,-1.3,-1,-3.5,8,-8
O=C(Cc1c[nH]c2ccccc12)NCc1ccc(Cl)cc1Cl,-5,10,-0.0029,-19,-0.3,-1,-1.1,9,2
CCN(CC)S(=O)(=O)c1cccc(C(=O)N/N=C/c2c(C)nn(-c3ccccc3)c2Cl)c1,-7,-8,0.21,-36,1.0,2,1.4,8,-2
CC(C)(C)S(=O)(=O)/C(C#N)=N/Nc1ccc(S(N)(=O)=O)cc1,3,-3,1.5,-4,1.8,12,1.4,7,-15
COC(=O)c1cc(NC(=S)Nc2cc(Cl)cc(Cl)c2)cc(C(=O)OC)c1,1,-4,-0.037,-29,-0.2,-21,0.1,-12,0
Cc1cccc(OCCn2nc(C(=O)O)c3ccccc3c2=O)c1,-1,4,-1.4,-4[20 µM],0.1,12,-1.2,19,3
O=C(Nc1ccccc1O)c1ccc(NS(=O)(=O)c2cccc3cccnc23)cc1,-2,-6,0.64,-14,0.4,10,1.5,19,-9
COC(=O)c1ccc(=O)n(Cc2ccc3c(c2)OCO3)c1,-3,1,1.4,-22,0.6,-16,-0.7,1,-1
COc1cc(N=c2oc3c(C)ncc(CO)c3cc2C(N)=O)cc(OC)c1OC,5,-4,-0.077,-18,0.6,1,0.5,5,-5
CCCC(=O)c1c[nH]c(C(=O)NCCCN2CCOCC2)c1,-4,11,1.1,-21,-0.1,28,1.4,16,1
COc1ccccc1C1C(C(C)=O)=C(O)C(=O)N1CCc1ccccc1 (stereo not drawn),-3,-10,.,-16[20 µM],0.7,-10,-1.8,4,-21
Cc1ccsc1/C=C1\Oc2cc(OCC(=O)c3ccccc3)ccc2C1=O,-1,-81,-0.69,-4,-0.1,-14,0.4,-3,-9

# By substructure: the compounds so far with a tert-butyl group.
SMILES,Thrombin inh,EBV gp42 block,Cl transport mod,Furin inhibitor,TRPML3 ag,m-calpain inh,zfTRPN1 agonist,PPC-1+TRAIL kill,Tb hexokinase
COC(=O)c1ccc(S(=O)(=O)NC(C)(C)C)n1C,2,-5,-0.99,-27,0.5,6,0.8,-9,44
CC(C)(C)S(=O)(=O)/C(C#N)=N/Nc1ccc(S(N)(=O)=O)cc1,3,-3,1.5,-4,1.8,12,1.4,7,-15
